Keap1 Nrf2 FP: disrupts human Keap1 binding to Nrf2 peptide; Q14145; Keap1 Kelch-Nrf2 peptide fluorescence polarization, 1536-well; inhibition, % at 9.4 µM; actives 0.15% (n = 340,000); AID 504523; in the data active = inhibition above about 12%;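 also: human Keap1 Kelch domain with fluorescein labeled Nrf2 9mer peptide probe; 0% = neutral control wells and 100% = peptide positive control; higher means more block of Keap1 binding to Nrf2 peptide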
Target sequence (Q14145 whole entry, looked up, the tested form may be a part): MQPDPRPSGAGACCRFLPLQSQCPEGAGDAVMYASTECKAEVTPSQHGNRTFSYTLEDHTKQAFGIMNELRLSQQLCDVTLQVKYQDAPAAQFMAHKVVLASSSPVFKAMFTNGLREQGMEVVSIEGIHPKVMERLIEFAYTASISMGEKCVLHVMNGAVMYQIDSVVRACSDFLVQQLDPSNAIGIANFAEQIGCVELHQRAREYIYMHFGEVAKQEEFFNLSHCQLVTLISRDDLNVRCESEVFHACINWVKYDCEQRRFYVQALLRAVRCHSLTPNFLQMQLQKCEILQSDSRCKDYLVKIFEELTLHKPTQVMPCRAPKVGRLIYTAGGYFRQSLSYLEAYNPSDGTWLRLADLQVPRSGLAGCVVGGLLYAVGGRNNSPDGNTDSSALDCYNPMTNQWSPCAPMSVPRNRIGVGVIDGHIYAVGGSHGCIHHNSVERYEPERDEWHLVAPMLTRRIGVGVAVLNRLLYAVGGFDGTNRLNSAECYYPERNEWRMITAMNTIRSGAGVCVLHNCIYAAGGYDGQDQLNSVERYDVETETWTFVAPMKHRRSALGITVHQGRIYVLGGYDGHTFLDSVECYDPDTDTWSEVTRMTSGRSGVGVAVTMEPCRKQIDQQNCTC
C-LANA FP: blocks KSHV LANA C-terminal domain binding to DNA; inhibition, % at 9 µM; MBP-C-LANA/FAM-LBS DNA binding, fluorescence polarization; actives 0.078% (n = 340,000);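 active = highest replicate inhibition at or above 60% at 9 µM, even if other replicates fall short; inactive = all replicates below 60% inhibition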;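 also: 0% = neutral control wells and 100% = 4 µM acridine orange control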
PKA-R2B act: activators of human PKA-R2B complex | P22694+P31323 | PKA-R2B holoenzyme dissociation, Cy5-IP20 fluorescence polarization; R2B truncated from residue 108, S112A mutant; 0% DMSO only, 100% 113 µM cGMP | activation, % at 11.4 µM | actives 0.079% (n = 340,000) | AID 504700;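 active = activation above a cutoff set at the mean over all compounds plus 3 SD, cut at about 18% in these data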;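 also: higher means more holoenzyme dissociation and a rise in polarization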
Target sequence (P31323 whole entry, looked up, other chains not shown, the tested form may be a part): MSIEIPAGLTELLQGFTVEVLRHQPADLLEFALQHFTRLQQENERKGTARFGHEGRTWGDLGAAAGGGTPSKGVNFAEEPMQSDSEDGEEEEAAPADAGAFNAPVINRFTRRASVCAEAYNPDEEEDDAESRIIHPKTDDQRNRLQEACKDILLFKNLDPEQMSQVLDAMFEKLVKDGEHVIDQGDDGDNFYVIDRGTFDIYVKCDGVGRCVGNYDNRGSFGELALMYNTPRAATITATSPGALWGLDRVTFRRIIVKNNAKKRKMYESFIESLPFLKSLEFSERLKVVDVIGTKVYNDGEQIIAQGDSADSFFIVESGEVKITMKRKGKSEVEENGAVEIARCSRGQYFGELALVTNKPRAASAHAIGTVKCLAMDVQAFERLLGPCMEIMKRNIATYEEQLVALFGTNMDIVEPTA
CAL PDZ FP-1: blocks peptide binding to the human CAL PDZ domain | Q9HD26 | purified CAL PDZ, TMR-peptide fluorescence polarization, 1 h | actives 0.92% (n = 300,000) | AID 602252 | inhibition, % at 24.9 µM;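 active = mean inhibition of at least 30% with at least half of replicates also reaching 30%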;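 also: 0% = DMSO neutral control and 100% = excess unlabeled competitor peptide PRC23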
cardiac RTF act: cardiac RTF calcium sensitization; P19429+P45379; IANBD-labeled TnC RTF fluorescence at EC20 calcium; 0% EC20 calcium, 100% full calcium; activation, % at 7.2 µM; actives 0.24% (n = 340,000);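 active = activation above the mean over all tested compounds plus 3 SD, cut at about 30% in these data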;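 also: rise in fluorescence read as greater calcium sensitivity of cardiac thin filaments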
SR-BI uptake up: activators of SR-BI mediated HDL lipid uptake | CHO ldlA[mSR-BI] cells, DiI-HDL uptake fluorescence, 3 h; 100 = double the neutral-control signal | activation, % at 12.5 µM | actives 0.096% (n = 320,000) | AID 504775;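 active = mean replicate activation of at least 60% and every replicate at or above 60%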;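 also: 0% = median plate neutral-control signal and 100% = twice that signal; values of inactives mirror those of a sister screen read the other way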
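System: LDL receptor-deficient CHO ldlA cells overexpressing murine SR-BI | Timing: 3 h uptake period with compound, 37 °C | Medium: HEPES-buffered (25 mM, pH 7.4) F12 plus 0.5% BSA | Dosing: Single-point compound dose | Signal: Bottom-read fluorescence, 550/595 nm | Read-out: Retained DiI signal reflecting DiI-HDL uptake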
DAGLB inh: blocks human DAGLB lipase activity; inhibition, % at 5.17 µM; HEK293T DAGLB membrane lysate, EnzChek fluorogenic substrate; actives 0.059% (n = 340,000); AID 504411; in the data active = inhibition above about 34%;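 also: 0% = enzyme with vehicle and 100% = wells lacking enzyme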
Cardiac RTF inh: cardiac RTF calcium desensitization. actives 0.12% (n = 340,000). AID 493244. P19429+P45379. IANBD-labeled cardiac RTF, Ca2+ fluorescence. inhibition, % at 7.15 µM;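 active = inhibition above the mean inhibition of all tested compounds plus 3 SD, cut at about 17% in these data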;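 also: assay run at fixed EC70 calcium of 1.6 mM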
CAL PDZ FP-2: blocks peptide binding to human CAL PDZ domain; inhibition, % at 20 µM; AID 504414; purified CAL PDZ, TMR-peptide fluorescence polarization, 1 h; actives 0.02% (n = 330,000);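 active = highest replicate inhibition of at least 40%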;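 also: plate controls were DMSO neutral control wells for no effect and unlabeled competitor peptide control wells for full effect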
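Material – purified CerCALP PDZ construct · Detection – FP readout, S and P plane fluorescence · Measure – percent inhibition from loss of millipolarization · Controls – unlabelled peptide for full inhibition, DMSO wells as neutral · Probe or stimulus – TMR-labelled reporter peptide T*-PRC34 bound in PDZ groove · Times – 1 h at RT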
Rtt109 HAT inh: blocks Candida albicans Rtt109/Vps75 acetyltransferase activity | purified Rtt109/Vps75, ThioGlo CoA-SH fluorescence, 4 h | inhibition, % at 34.9 µM | actives 0.16% (n = 330,000) | AID 540336;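 active = inhibition of at least 50% in every replicate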
An asterisk follows results filed as active.

CC(C)OC(=O)c1cccc(NC(=O)CSc2nnc(N)s2)c1 was read as Keap1 Nrf2 FP -7, C-LANA FP 0.8, PKA-R2B act 6, CAL PDZ FP-1 -2, cardiac RTF act 0, SR-BI uptake up -2, DAGLB inh 1, Cardiac RTF inh -1, CAL PDZ FP-2 -0.5 and Rtt109 HAT inh -11.
`CN(C)CCNC(C(=O)Nc1cccc(C(F)(F)F)c1)c1ccccc1` (stereo unspecified) gave Keap1 Nrf2 FP 4, C-LANA FP -0.9, PKA-R2B act 10, CAL PDZ FP-1 4, cardiac RTF act 0, SR-BI uptake up 3, DAGLB inh 1, Cardiac RTF inh -2, CAL PDZ FP-2 -0.1 and Rtt109 HAT inh -12.
For COc1ccc(N2C(=O)CC(Sc3ccccc3C(=O)O)C2=O)c([N+](=O)[O-])c1 (stereo unspecified) the results were Keap1 Nrf2 FP -2, C-LANA FP -0.3, PKA-R2B act 1, cardiac RTF act 7, SR-BI uptake up 22, DAGLB inh -5, Cardiac RTF inh -7, CAL PDZ FP-2 0.0 and Rtt109 HAT inh 27.
`COc1ccc(CC(=O)N[C@@H]2c3cc(OC)c(OC)cc3C[C@H]2O)cc1` gave Keap1 Nrf2 FP 1, C-LANA FP -2.5, PKA-R2B act 0, CAL PDZ FP-1 2, cardiac RTF act -1, SR-BI uptake up 6, DAGLB inh -2, Cardiac RTF inh 0, CAL PDZ FP-2 -0.1 and Rtt109 HAT inh -8.
COc1ccc(N2C(=O)C3CCCN3C2c2ccccc2)cc1 (stereo unspecified) was read as Keap1 Nrf2 FP -6, C-LANA FP -0.6, PKA-R2B act -9, cardiac RTF act 10, SR-BI uptake up 2, DAGLB inh 1, Cardiac RTF inh 0, CAL PDZ FP-2 -0.7 and Rtt109 HAT inh 6.
Screening Cc1ccc(C(=O)C2=C(O)C(=O)N(Cc3cccnc3)C2c2ccc(OC(C)C)cc2)o1 (stereo unspecified) returned Keap1 Nrf2 FP 0, C-LANA FP -0.4, PKA-R2B act -3, CAL PDZ FP-1 2, cardiac RTF act -5, SR-BI uptake up 18, DAGLB inh 0, Cardiac RTF inh -2, CAL PDZ FP-2 -1.3 and Rtt109 HAT inh 7.
`CC1CCCN(C(=O)Nc2cccc(NC(=O)N3CCCC(C)C3C)c2)C1C` (stereo unspecified) gave Keap1 Nrf2 FP -3, C-LANA FP -0.1, PKA-R2B act -4, CAL PDZ FP-1 -4, cardiac RTF act 8, SR-BI uptake up -33, DAGLB inh -3, Cardiac RTF inh -4, CAL PDZ FP-2 -1.0 and Rtt109 HAT inh 4.
Screening CCOC(=O)CCSc1nc(C)c2cc(C)ccc2n1 returned Keap1 Nrf2 FP 0, C-LANA FP -0.2, PKA-R2B act 6, CAL PDZ FP-1 -1, cardiac RTF act -8, SR-BI uptake up 21, DAGLB inh -7, Cardiac RTF inh 1, CAL PDZ FP-2 -3.6 and Rtt109 HAT inh 8.
CN1CCN(C(=O)c2ccccc2NC(=O)c2ccccc2Br)CC1 was read as Keap1 Nrf2 FP -2, C-LANA FP 0.0, PKA-R2B act 7, CAL PDZ FP-1 -2, cardiac RTF act 0, SR-BI uptake up 32, DAGLB inh -2, Cardiac RTF inh 1, CAL PDZ FP-2 -0.9 and Rtt109 HAT inh -6.
For OCC1(Cc2ccccc2F)CCCN(CCc2ccccc2)C1 (stereo unspecified) the results were Keap1 Nrf2 FP -5, C-LANA FP -0.6, PKA-R2B act 4, CAL PDZ FP-1 -3, cardiac RTF act 4, SR-BI uptake up 15, DAGLB inh -3, Cardiac RTF inh 0 and Rtt109 HAT inh 11.
`Cn1c(=O)oc2cc(S(=O)(=O)N3CCCC(C(=O)Nc4ccc5c(c4)OCCO5)C3)ccc21` (stereo unspecified) gave Keap1 Nrf2 FP -2, C-LANA FP 1.2, PKA-R2B act 5, cardiac RTF act 5, SR-BI uptake up -7, DAGLB inh -2, Cardiac RTF inh -7, CAL PDZ FP-2 -0.7 and Rtt109 HAT inh -7.
For COCCN1C(=O)N[C@@H](c2ccco2)C(C(=O)OC)=C1C the results were Keap1 Nrf2 FP 4, C-LANA FP -0.9, PKA-R2B act 7, CAL PDZ FP-1 -4, cardiac RTF act 1, SR-BI uptake up 20, DAGLB inh 1, Cardiac RTF inh 1, CAL PDZ FP-2 -0.4 and Rtt109 HAT inh -4.
`Cc1cc(NC(=O)COC(=O)C(Nc2ccc(C(F)(F)F)cc2Cl)C(C)C)no1` (stereo unspecified) gave Keap1 Nrf2 FP -1, C-LANA FP 2.0, PKA-R2B act 1, CAL PDZ FP-1 -2, cardiac RTF act -6, SR-BI uptake up 14, DAGLB inh -4, Cardiac RTF inh 3, CAL PDZ FP-2 -0.5 and Rtt109 HAT inh -5.
For CN(Cc1nc2ccccc2[nH]1)C(=O)C1CCC(=O)N(CCc2cccc(F)c2)C1 (stereo unspecified) the results were Keap1 Nrf2 FP 2, C-LANA FP 0.1, PKA-R2B act -1, CAL PDZ FP-1 -3, cardiac RTF act 2, SR-BI uptake up 14, DAGLB inh 0, Cardiac RTF inh -6, CAL PDZ FP-2 -3.1 and Rtt109 HAT inh -6.
For CCN(CC)CCNC(=O)CCN1N=C(c2ccccc2)CCC1=O the results were Keap1 Nrf2 FP -5, C-LANA FP -1.1, PKA-R2B act 3, CAL PDZ FP-1 -2, cardiac RTF act 2, SR-BI uptake up 18, DAGLB inh 1, Cardiac RTF inh 0, CAL PDZ FP-2 0.5 and Rtt109 HAT inh -9.
`NC(=O)Nc1ccc(C(=O)OCC(=O)Nc2ccc(Cl)cn2)cc1` gave Keap1 Nrf2 FP -4, C-LANA FP 0.6, PKA-R2B act -7, CAL PDZ FP-1 -3, cardiac RTF act 1, SR-BI uptake up -6, DAGLB inh 1, Cardiac RTF inh -2, CAL PDZ FP-2 -0.1 and Rtt109 HAT inh 3.
For CCC(C)c1ccc(NC(=O)c2ccco2)cc1 (stereo unspecified) the results were Keap1 Nrf2 FP 0, C-LANA FP -0.9, PKA-R2B act -5, CAL PDZ FP-1 -5, cardiac RTF act 0, SR-BI uptake up 13, DAGLB inh -2, Cardiac RTF inh -6, CAL PDZ FP-2 -3.8 and Rtt109 HAT inh 5.
Cc1ccc(N(CC(=O)NCc2ccc(F)cc2)S(=O)(=O)c2c(C)n[nH]c2C)cc1 was read as Keap1 Nrf2 FP -9, C-LANA FP -1.1, PKA-R2B act 4, CAL PDZ FP-1 -1, cardiac RTF act 7, SR-BI uptake up 17, DAGLB inh 0, Cardiac RTF inh -3, CAL PDZ FP-2 -3.8 and Rtt109 HAT inh 2.
Screening CCNC(=S)N(CCc1c(C)[nH]c2ccc(C)cc12)Cc1cc(OC)c(OC)c(OC)c1 returned Keap1 Nrf2 FP -4, C-LANA FP -0.9, PKA-R2B act 2, cardiac RTF act -3, SR-BI uptake up -39, DAGLB inh 0, Cardiac RTF inh -7, CAL PDZ FP-2 -0.5 and Rtt109 HAT inh -11.
`CC(C)Cc1nnc(NC(=O)CCC(=O)NC2CCCc3ccccc32)s1` (stereo unspecified) gave Keap1 Nrf2 FP -2, C-LANA FP -0.2, PKA-R2B act -3, CAL PDZ FP-1 0, cardiac RTF act 13, SR-BI uptake up -7, DAGLB inh 0, Cardiac RTF inh -10, CAL PDZ FP-2 0.5 and Rtt109 HAT inh 1.

Retrieved one by one from the list above:
`NC(=O)Nc1ccc(C(=O)OCC(=O)Nc2ccc(Cl)cn2)cc1` gave Keap1 Nrf2 FP -4, C-LANA FP 0.6, PKA-R2B act -7, CAL PDZ FP-1 -3, cardiac RTF act 1, SR-BI uptake up -6, DAGLB inh 1, Cardiac RTF inh -2, CAL PDZ FP-2 -0.1 and Rtt109 HAT inh 3.
`CN(C)CCNC(C(=O)Nc1cccc(C(F)(F)F)c1)c1ccccc1` (stereo unspecified) gave Keap1 Nrf2 FP 4, C-LANA FP -0.9, PKA-R2B act 10, CAL PDZ FP-1 4, cardiac RTF act 0, SR-BI uptake up 3, DAGLB inh 1, Cardiac RTF inh -2, CAL PDZ FP-2 -0.1 and Rtt109 HAT inh -12.

Additional compounds follow:
`CCCc1cc(=O)oc2c(C)c(OCC(=O)N3C[C@H]4C[C@@H](C3)c3cccc(=O)n3C4)ccc12` gave Keap1 Nrf2 FP -1, C-LANA FP 0.2, PKA-R2B act -5, CAL PDZ FP-1 1, cardiac RTF act 9, SR-BI uptake up 6, DAGLB inh -2, Cardiac RTF inh -4, CAL PDZ FP-2 1.0 and Rtt109 HAT inh 0.
`Cc1c(NS(=O)(=O)c2ccc3c(c2)CCN3C(=O)C2CC2)c(=O)n(-c2ccccc2)n1C` gave Keap1 Nrf2 FP -1, C-LANA FP -0.2, PKA-R2B act 5, CAL PDZ FP-1 -3, cardiac RTF act 5, SR-BI uptake up 1, DAGLB inh -2, Cardiac RTF inh 3 and Rtt109 HAT inh -2.
`COCCn1c(SCC(=O)c2cccc(OC)c2)nnc1-c1ccco1` gave Keap1 Nrf2 FP -2, C-LANA FP -1.6, PKA-R2B act 8, CAL PDZ FP-1 1, cardiac RTF act -3, SR-BI uptake up -2, DAGLB inh -3, Cardiac RTF inh -6, CAL PDZ FP-2 0.0 and Rtt109 HAT inh 8.
For CS(=O)(=O)c1ccc(Cl)c(NC(=O)COC(=O)c2ncc(Cl)c(Cl)c2Cl)c1 the results were Keap1 Nrf2 FP -1, C-LANA FP -1.3, PKA-R2B act -6, CAL PDZ FP-1 -6, cardiac RTF act -9, SR-BI uptake up 25, DAGLB inh -1, Cardiac RTF inh -3, CAL PDZ FP-2 -3.2 and Rtt109 HAT inh -5.
For Cc1cc(-c2ccc(C)c(S(=O)(=O)Nc3cc(C)on3)c2)on1 the results were Keap1 Nrf2 FP -5, C-LANA FP 0.4, PKA-R2B act 12, CAL PDZ FP-1 -5, cardiac RTF act -1, SR-BI uptake up -12, DAGLB inh 0, Cardiac RTF inh 3, CAL PDZ FP-2 -2.7 and Rtt109 HAT inh 17.
CCOC(=O)c1c(NC(=O)c2cnn3c2NC(c2cccc(OC)c2)CC3C(F)(F)F)sc2c1CCCC2 (stereo unspecified) was read as Keap1 Nrf2 FP -1, C-LANA FP 0.6, PKA-R2B act -6, CAL PDZ FP-1 -5, cardiac RTF act 6, SR-BI uptake up 22, DAGLB inh 0, Cardiac RTF inh 0, CAL PDZ FP-2 -0.6 and Rtt109 HAT inh -3.
Screening Cc1ccc([N+](=O)[O-])c2c1C(N1CCCC1)C(C)(C)O2 (stereo unspecified) returned Keap1 Nrf2 FP -5, C-LANA FP 1.3, PKA-R2B act -16, CAL PDZ FP-1 3, cardiac RTF act -6, SR-BI uptake up 4, DAGLB inh -1, Cardiac RTF inh 1, CAL PDZ FP-2 -1.5 and Rtt109 HAT inh -2.
